IL1B NFkB pot: enhances IL-1B driven NFkB nuclear translocation; 0.3% of 94,000 active; activation, % at 2 µM; HUVEC IL-1B NFkB p65 nuclear translocation imaging; AID 819;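 active = activation above 40%, about the mean plus 3 SD, also judged a hit on visual image review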;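 also: percent activation is computed from the nuclear over cytoplasmic p65 intensity ratio; values of inactives mirror those of a sister screen read the other way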
Bcl-B TR3 displacers: displacers of TR3 peptide from Bcl-B, primary screen, selectivity assay for Bfl-1 inhibitor project, biochemical, fluorescence polarization | displacement, % at 20 µM, or IC50 in µM where a hit was titrated | 0.11% of 96,000 active | FP displacement of FITC-TR3 peptide from Bcl-B; higher % means a stronger effect;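 active = displacement above 50% at 20 µM plus a fluorescence interference ratio under 1.5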;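 also: plate controls were wells without compound for no effect and wells lacking Bcl-B protein for full effect; a part of the inactive calls stands beside numbers as strong as those of hits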
PLAP inhibition: PLAP enzyme inhibitors, biochemical, luminescence, HTS (AID 690); purified PLAP, luminescent substrate; higher % means a stronger effect; inhibition, % at 20 µM, or IC50 in µM where a hit was titrated; 0.08% of 96,000 active; in the data active = a potency from the dose series; inactive = the rest, 99 in 100 with inhibition below about 30%; also: strong numbers were not always called active
NFkB transloc inh: blocks IL-1B driven NFkB nuclear translocation in HUVEC cells. HUVEC IL-1B NFkB p65 nuclear translocation imaging. inhibition, % at 2 µM. 0.43% of 94,000 active;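 active = inhibition above about 30% together with a positive call from visual inspection of the well image, limit read from the data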;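 also: nuclear over cytoplasmic p65 intensity ratio measured by imaging; 0% = IL-1B stimulated DMSO wells and 100% = unstimulated DMSO wells; values of inactives mirror those of a sister screen read the other way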
MRP reversal: reverses drug resistance mediated by MRP; H69AR cells + 2 uM doxorubicin, CellTiter-Glo, 72 h; differential viability (reversal), % at 10 µM; 0.04% of 85,000 active; AID 602;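 active = viability drop by adding the cancer drug above about 55%, with treated viability meeting a 40% cutoff, limit read from the data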;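 also: viability without doxorubicin minus viability with 2 µM doxorubicin for each compound; larger differential means the compound sensitizes cells more to doxorubicin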
MRP reversal cytotoxicity: also measured in MRP reversal; calls as there; viability, %; H69AR cells, CellTiter-Glo, 72 h; measured here: cytotoxicity without doxorubicin
MRP reversal with doxorubicin: further read-out of MRP reversal, marked with its call; viability, %; measured here: viability with 2 uM doxorubicin; active compounds read low
NFkB transloc inh cell count 2 µM: recorded beside NFkB transloc inh, whose call it bears; cell count; measured here: cells passing quality filter;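 raw number of nuclei counted in each imaged well without normalization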
IL1B NFkB pot cell count 2 µM: further read-out of IL1B NFkB pot, marked with its call; cell count; measured here: cells passing quality filter
Numbers without * were called inactive; x = not tested or not shown. Not all compounds are listed; rates above refer to the full screens.

SMILES	IL1B NFkB pot	IL1B NFkB pot cell count 2 µM	Bcl-B TR3 displacers	PLAP inhibition	NFkB transloc inh	NFkB transloc inh cell count 2 µM	MRP reversal	MRP reversal cytotoxicity	MRP reversal with doxorubicin
Cc1ccc(C(=O)N(c2ccccn2)C(C)c2ccco2)cc1C (stereo not given)	1	195	-9%	14%	-1	195	x	x	x
O=C1CN(C(=O)CN2CCOCC2)C(c2ccccc2)c2cc(Br)ccc2N1 (stereo not given)	5	37	3%	-78%	-5	37	9	88	79
Cc1ccc(CNC(=O)C(C)OC(=O)c2cccs2)cc1 (stereo not given)	5	172	0%	-10%	-5	172	4	96	93
COc1ccccc1N1CCN(CCNC(=O)Nc2cccc(C)c2C)CC1	x	x	3%	-59%	x	x	1	67	67
COCCN(C(=O)c1csnn1)C(C(=O)NC(C)(C)C)c1cccc(OC)c1 (stereo not given)	-2	169	-2%	3%	2	169	12	84	72
O=c1cc(-c2c(F)c(F)c(F)c(F)c2F)oc2c(F)c(F)c(F)c(F)c12	x	x	1%	12%	x	x	1	1	0
CCOC(=O)C1CCN(S(=O)(=O)c2cc(Br)cc3c2N(C(C)=O)C(C)C3)CC1 (stereo not given)	x	x	-5%	-23%	x	x	12	98	86
Cc1ccsc1/C=N/N1CCN(C2c3ccccc3-c3ccccc32)CC1	13	169	-3%	12%	-14	169	x	x	x
Cc1[nH]n2c(=O)c3c(nc2c1-c1cccc2ccccc12)CCC3	19	99	8%	-42%	-19	99	-6	59	65
Cn1c(COc2ccc(Cl)cc2)nnc1SCC(=O)NC1CCCCC1	7	95	x	x	-7	95	-2	105	107
COc1ccc(C(=O)Nc2ccccc2)cc1S(=O)(=O)Nc1cc(C)on1	-1	123	-2%	-19%	1	123	6	104	98
COc1ccc(NC(=O)C(NS(=O)(=O)c2ccc3c(c2)CCCN3C(C)=O)C(C)C)c(OC)c1 (stereo not given)	-6	161	-1%	-13%	6	161	9	80	71
CC(/C=C/C(=O)c1ccc(C)cc1)=C\c1ccccc1	9	193	0%	3%	-9	193	x	x	x
CC1CCN(CCCNC(=O)C2CCN(S(=O)(=O)N3CCCCC3)CC2)CC1	-13	127	6%	-44%	13	127	12	96	84
CC1=C(C(=O)Nc2cccnc2)C(c2ccccn2)n2nnnc2N1 (stereo not given)	17	141	-1%	-17%	-17	141	0	86	85
N#Cc1nc(Cc2cccc3ccccc23)oc1NCc1ccc(F)cc1	12	135	2%	13%	-12	135	8	75	67
COC(=O)Cn1c2[n+](c3ccccc31)CC(O)CS2 (stereo not given)	-9	172	x	x	9	172	-1	104	105
Cc1csc(NC(=O)CN2C(=O)C3CC=CCC3C2=O)n1 (stereo not given)	-1	194	3%	6%	1	194	-6	100	106
COc1ccc(-c2nnc(SCC(=O)c3ccc[nH]3)o2)cc1	-6	148	-3%	-9%	6	148	x	x	x
COc1ccc2nc(NC(=O)CSc3nnc4n3C(C)(C)Cc3ccccc3-4)sc2c1	10	168	2%	10%	-10	168	-8	57	65
CCC1(C)Cc2ccccc2-c2nc(NCCO)n(-c3ccccc3)c(=O)c21 (stereo not given)	-2	136	x	x	2	136	13	63	50
CCOC(=O)C1=C(CSc2nccn2C)NC(=O)NC1c1ccc(OC)cc1 (stereo not given)	-8	110	-5%	-13%	8	110	2	83	81
CCN1C(=O)CC(Sc2ccccc2C(=O)O)C1=O (stereo not given)	-14	103	3%	-11%	14	103	19	96	77
Cc1nc(C#N)c(NCc2ccc3c(c2)OCO3)o1	1	179	-7%	21%	-1	179	3	88	85
O=c1[nH]c2ccccc2n2c(-c3ccncc3)nnc12	x	x	-10%	1%	x	x	x	x	x
O=C1CN(C(=O)CC2c3ccccc3-c3ccccc32)CC(=O)N1	-2	146	-7%	7%	2	146	-4	101	105
Cn1cc(C(=O)c2ccc(F)cc2)cc1-c1nc2ccccc2n1C	36	145	-16%	19%	-36	145	-32	60	92
COC(=O)c1cc2c(=O)n3cccc(C)c3nc2n(Cc2cccnc2)c1=N	x	x	4%	24%	x	x	-12	72	84
COc1ccc(NC(=O)N(CCN2CCCC2)Cc2cc3cc(OC)c(OC)cc3[nH]c2=O)cc1	-10	97	2%	-56%	10	97	x	x	x
O=S(=O)(CCN1CCN(C(c2ccccc2)c2ccccc2)CC1)C(F)(F)F	13	200	11%	7%	-13	200	-8	4	12
Cc1ccc(N2C(=O)c3n[nH]c(C)c3C2c2ccco2)cc1 (stereo not given)	13	91	-4%	-45%	-13	91	13	96	83
c1cc(-n2cnnn2)ccc1NC1=NCCC1	-1	143	-3%	3%	1	143	-8	97	105
Cc1cc(C)nc(SCCc2ccncc2)n1	x	x	8%	0%	x	x	x	x	x
O=C(NCC(=O)N(Cc1ccco1)C(C(=O)NC1CCCC1)c1cccnc1)c1ccco1 (stereo not given)	12	98	x	x	-12	98	4	100	96
CCOC(=O)c1sc(=S)n(-c2ccccc2)c1SC	-1	143	1%	15%	1	143	x	x	x
Cc1ccc(S(=O)(=O)N2CCOCC2)cc1C(=O)N1c2ccccc2Sc2ccccc21	-8	213	-10%	-28%	8	213	x	x	x
CC1(C)CC(CC(=O)Nc2ccccn2)C(=O)O1 (stereo not given)	-8	169	-4%	-18%	8	169	12	97	85
O=C(Nc1ncccn1)c1cccs1	10	83	-7%	10%	-10	83	-11	88	99
Cc1cc(NC(=O)CSc2nc3ccccc3c(=O)n2Cc2ccccc2)no1	5	93	-8%	6%	-5	93	-14	98	113
O=c1c2ccccc2ncn1CCCOc1ccccc1[N+](=O)[O-]	-2	172	1%	7%	2	172	x	x	x

One compound at a time, from the list above. Order of screens: IL1B NFkB pot	IL1B NFkB pot cell count 2 µM	Bcl-B TR3 displacers	PLAP inhibition	NFkB transloc inh	NFkB transloc inh cell count 2 µM	MRP reversal	MRP reversal cytotoxicity	MRP reversal with doxorubicin
`O=c1c2ccccc2ncn1CCCOc1ccccc1[N+](=O)[O-]` in the list: -2	172	1%	7%	2	172	x	x	x
`COC(=O)c1cc2c(=O)n3cccc(C)c3nc2n(Cc2cccnc2)c1=N` in the list: x	x	4%	24%	x	x	-12	72	84
`Cc1nc(C#N)c(NCc2ccc3c(c2)OCO3)o1` in the list: 1	179	-7%	21%	-1	179	3	88	85
`O=C(NCC(=O)N(Cc1ccco1)C(C(=O)NC1CCCC1)c1cccnc1)c1ccco1` (stereo not given) in the list: 12	98	x	x	-12	98	4	100	96
`CCOC(=O)c1sc(=S)n(-c2ccccc2)c1SC` in the list: -1	143	1%	15%	1	143	x	x	x

The list goes on:
SMILES	IL1B NFkB pot	IL1B NFkB pot cell count 2 µM	Bcl-B TR3 displacers	PLAP inhibition	NFkB transloc inh	NFkB transloc inh cell count 2 µM	MRP reversal	MRP reversal cytotoxicity	MRP reversal with doxorubicin
Cc1ccc(-c2noc(-c3ccccc3C(=O)N3CCN(C)CC3)n2)cc1	23	96	-7%	-36%	-23	96	2	79	77
O=C(N/N=C/c1ccc(OC2CSC2)cc1)c1ccccc1	x	x	-8%	-5%	x	x	x	x	x
CCN(CC)CCCNC(=O)c1sc2nc(-c3ccc(F)cc3)cn2c1C	4	199	23%	-48%	-4	199	7	62	55
Cc1ccnc(SCCn2c(Br)nc3c2c(=O)[nH]c(=O)n3C)n1	x	x	8%	-5%	x	x	-2	99	101
CC(C)CC(c1nnnn1C1CCCC1)N1CCN(c2ccccc2F)CC1 (stereo not given)	32	153	-12%	-14%	-32	153	13	96	83
CCOC(=O)N1CCN(c2c(NCC3CCN(Cc4cccc(C)c4)CC3)c(=O)c2=O)CC1	x	x	-7%	-44%	x	x	23	100	77
CCc1ccc2[nH]c(=O)c(C3C(C#N)=C(N)Oc4c3ccc3cccnc43)cc2c1 (stereo not given)	x	x	-5%	-56%	x	x	0	1	1
Cc1cc(N2CCOCC2)ncc1[N+](=O)[O-]	x	x	-9%	7%	x	x	x	x	x
CCOC(=O)C(NC(=O)CC)(Nc1sc2c(c1C(=O)OC)CCN(C)C2)C(F)(F)F (stereo not given)	28	120	-3%	-45%	-28	120	10	100	90
COc1ccc(/C=N/NC(=O)c2ccccc2O)cc1Cn1cc(Cl)cn1	3	146	-6%	-3%	-2	146	x	x	x
COCCN(CC(=O)NC1CCCCC1)C(=O)CSc1nc2ccccc2o1	31	151	2%	9%	-31	151	x	x	x
CCS(=O)(=O)c1ccc(C(=O)Nc2cccc(Cl)c2)c(Cl)c1Cl	14	189	-3%	-9%	-14	189	x	x	x
CCOc1ccc(C(O)Cn2c(=N)n(CCN3CCCCC3)c3ccccc32)cc1 (stereo not given)	17	167	-9%	12%	-17	167	0	45	45
Cc1ccccc1C(=O)Oc1ccccc1C(=O)N1CCOCC1	1	151	x	x	-1	151	3	87	84
CCOC(=O)c1[nH]c2ccccc2c1NC(=O)CC	1	187	2%	6%	-1	187	-9	89	99
O=C(COc1ccc(/C=N/NS(=O)(=O)c2ccccc2)cc1)Nc1ccccc1	0	169	0%	-34%	0	169	x	x	x
CCc1noc(N)c1C(=O)Nc1ccc(F)c(Cl)c1	3	110	0%	16%	-3	110	-7	80	87
CC(Oc1ccc(Cl)cc1Cl)C(=O)Nc1ncccn1 (stereo not given)	24	179	-10%	-20%	-24	179	x	x	x
Cc1ccccc1SCc1noc(C(=O)NC(C)C)c1C(=O)O	5	122	-8%	-3%	-6	122	x	x	x
COC(=O)c1[nH]c2ccccc2c1NC(=O)CN1CCCCCC1	5	192	2%	-54%	-5	192	5	91	86

Next part, overlapping the part above by six compounds.
SMILES	IL1B NFkB pot	IL1B NFkB pot cell count 2 µM	Bcl-B TR3 displacers	PLAP inhibition	NFkB transloc inh	NFkB transloc inh cell count 2 µM	MRP reversal	MRP reversal cytotoxicity	MRP reversal with doxorubicin
CCOC(=O)c1[nH]c2ccccc2c1NC(=O)CC	1	187	2%	6%	-1	187	-9	89	99
O=C(COc1ccc(/C=N/NS(=O)(=O)c2ccccc2)cc1)Nc1ccccc1	0	169	0%	-34%	0	169	x	x	x
CCc1noc(N)c1C(=O)Nc1ccc(F)c(Cl)c1	3	110	0%	16%	-3	110	-7	80	87
CC(Oc1ccc(Cl)cc1Cl)C(=O)Nc1ncccn1 (stereo not given)	24	179	-10%	-20%	-24	179	x	x	x
Cc1ccccc1SCc1noc(C(=O)NC(C)C)c1C(=O)O	5	122	-8%	-3%	-6	122	x	x	x
COC(=O)c1[nH]c2ccccc2c1NC(=O)CN1CCCCCC1	5	192	2%	-54%	-5	192	5	91	86
CN(C)c1nc2ccccc2c(N)c1-c1ccccc1	-1	153	-6%	24%	2	153	-13	52	65
Cc1ccc2nc(Cc3ccc(N)cc3)oc2c1	13	169	8%	12%	-13	169	5	86	81
CCOc1ccc(-c2cc(NC(=O)Cn3ncc4c3-c3ccccc3OC4)on2)cc1OCC	x	x	-8%	-48%	x	x	-1	30	31
Cc1cc(SCC(=O)N2CCCC2)nc2ccccc12	-9	139	-2%	-1%	9	139	-10	61	71
